# HttQ103 aggreg – qHTS Multiplex Assay to Identify Dual Action Probes in a Cell Model of Huntington: Aggregate Formation (GFP). Potency, µM (titrated, usually from 46.1 µM), without a hit: top-dose activity change, negative = inhibition, most hits filed as inhibitors. PC12 HttQ103-GFP aggregates, Acumen cytometry, 40 h. AID 1688, 2009. 1.1% of 220,000 active; note: potency is the fitted concentration of half-maximal effect; % is set by controls: 0 for no effect and ±100 for the full control effect; nearly all actives have a fitted effect of over 60% in size
#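 Aggregate formation scored by laser-scanning cytometer (488 excitation, 500–530 emission) in lysed PC12 cells expressing Q103-GFP after 100 nM tebufenozide induction; library tested in dose series, with ATPLite reagent added in the multiplex.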
# KinaseGlo FLuc – Counterscreen for Luciferase (Kinase-Glo TM) Inhibition; Kinase-Glo luciferase, ATP luminescence, 8 min; AID 1379, 2008; 0.28% of 200,000 active; Luciferin 4-monooxygenase (Photuris pensylvanica), Q27757; Potency, µM (series often up to 38.3 µM), without a hit: top-dose activity change, negative = inhibition, hits mostly inhibitors; note: potency is the fitted concentration of half-maximal effect; % is set by controls: 0 for no effect and ±100 for the full control effect; nearly all actives have a fitted effect of over 60% in size
#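 Kinase-Glo luciferase light output from ATP and luciferin was measured with 10 uM ATP, within the enzyme's linear range. Buffer: 50 mM imidazole pH 7.2, 50 mM KCl, 7 mM MgCl2, 0.01% Tween 20, 0.05% BSA; luminescence read after 8 min at ambient temperature.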
# IMPase Li inh – qHTS Assay for Identifying the Cell-Membrane Permeable IMPase Inhibitors: Potentiation with Lithium; CHO-M1 cells, IP1 TR-FRET (IP-One), carbachol + lithium; Potency, µM (top dose mostly 59.4 µM), without a hit: at the top dose activity, negative = IMPase inhibition, actives largely listed as inhibitors; 0.35% of 210,000 active; AID 1457, 2008;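 note: IP1 builds up when IMPase is blocked and the TR-FRET signal falls; potency is the fitted concentration of half-maximal effect; plate controls were basal vehicle for no effect and high inhibitor control for full effect; nearly all actives have a fitted effect of over 50% in size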
#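 CHO cells stably expressing M1 receptor (2000/well) were cultured 16–30 h, then exposed to compounds with a small lithium addition for 30 min at 37C. IP1 was measured by TR-FRET competition; AC50 from Hill fits.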
# SMN2 splice up – qHTS Assay for Enhancers of SMN2 Splice Variant Expression | HEK293 SMN2-luciferase splicing reporter, luminescence, 30-36 h | Potency, µM (doses to about 46.1 µM), for the others: at the top dose activity change, positive = activation, actives largely listed as activators | 2.8% of 210,000 active | AID 1458, 2008; note: potency is the fitted concentration of half-maximal effect; % of control where 0% means no effect; nearly all actives have a fitted effect of over 55% in size
#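 HEK293 cells carry an SMN2 […]–luciferase reporter in which exon 7 inclusion puts luciferase in frame. Cells were plated 10-12 h before compound addition, then incubated 30-36 h at 37C. ONE-Glo luminescence was read; sodium butyrate at 4.5 mM final served as control.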
# CBFb RUNX1 block – qHTS Assay for Compounds Blocking the Interaction Between CBF-beta and RUNX1 for the Treatment of Acute Myeloid Leukemia. Runt-related transcription factor 1 (Homo sapiens) + Core-binding factor subunit beta …. AlphaScreen CBFb-His/RUNX1-biotin binding, biochemical. Potency, µM (highest dose often 59.8 µM), for the others: top-dose activity, negative = inhibition, most hits filed as inhibitors. 230,000 tested, under 10 active; note: % of control where 0% means no effect
# Target sequence (Q01196 whole entry, looked up): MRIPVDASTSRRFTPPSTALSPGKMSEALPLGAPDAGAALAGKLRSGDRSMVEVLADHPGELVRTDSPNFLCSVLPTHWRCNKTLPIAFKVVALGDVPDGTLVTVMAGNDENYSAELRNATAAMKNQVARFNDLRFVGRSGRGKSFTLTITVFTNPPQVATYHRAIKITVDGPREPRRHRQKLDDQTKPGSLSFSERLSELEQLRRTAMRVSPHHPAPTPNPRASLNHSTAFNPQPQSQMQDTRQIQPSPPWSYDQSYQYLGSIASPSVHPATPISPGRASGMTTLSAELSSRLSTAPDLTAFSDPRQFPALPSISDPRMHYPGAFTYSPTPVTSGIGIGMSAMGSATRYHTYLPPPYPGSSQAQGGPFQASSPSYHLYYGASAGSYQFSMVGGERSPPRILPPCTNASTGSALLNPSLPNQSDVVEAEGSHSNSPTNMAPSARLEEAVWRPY
# Target sequence (Q13951 whole entry, looked up): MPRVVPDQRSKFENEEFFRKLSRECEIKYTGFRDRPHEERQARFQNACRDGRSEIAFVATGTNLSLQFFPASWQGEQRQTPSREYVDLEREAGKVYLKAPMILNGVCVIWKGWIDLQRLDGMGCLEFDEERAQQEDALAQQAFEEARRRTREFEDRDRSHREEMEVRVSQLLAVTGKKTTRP
#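 CBF-beta (His) and RUNX1 (biotin), 30 nM each; 20 min preassociation; + compound, 15 min; + beads 50 ng each (Ni, streptavidin), 90 min; RT; AlphaScreen read.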
# HTT ATP protect – qHTS Multiplex Assay to Identify Dual Action Probes in a Cell Model of Huntington: Cytoprotection (ATP) | PC12 HTT-Q103 induced, cytoprotection, ATP luminescence, 40 h | Potency, µM (top dose mostly 56.4 µM), for the others: cytoprotection (ATP increase), most hits filed as activators | 0.14% of 230,000 active;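 note: potency is the fitted concentration of half-maximal effect; % of control where 0% means no effect; nearly all actives have a fitted effect of over 45% in size; toxic huntingtin expression switched on by the ecdysone agonist tebufenozide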
#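 Rat PC12, Q103 Htt exon1-GFP fusion, ecdysone promoter; tebufenozide inducer 100 nM final; compound titration; qHTS, 1500 cells/well; ATPlite luminescent read.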
# Lamin A splicing – qHTS Assay for Modulators of Lamin A Splicing | HeLa LMNA splicing GFP/RFP minigene ratio, 48 h | Potency, µM (doses to about 46.1 µM), for the others: at the highest dose ratio change, negative = inhibition, actives largely listed as inhibitors | 0.01% of 200,000 active | AID 1487, 2009; active = well fitted inhibition curve with a large enough effect in the signal ratio, with a control signal flat, not every such curve was filed as active; inconclusive = small, poorly fitted or top-dose-only effect, or effect the other way, or a change in a side signal; the % refers to the signal ratio; note: potency is the fitted concentration of half-maximal effect; % is set by controls: 0 for no effect and ±100 for the full control effect
#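 S3 HeLa cells stably expressing lamin A-EGFP splicing minigene plus DsRed2, 600 cells/well, 48 h compound exposure at 37C. Laser-scanning cytometry; analysed as GFP (500-530 nm)/RFP (575-640 nm) total intensity ratio; 0.5% DMSO vehicle.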
# Starred values were filed as active, the others as inactive; ? = inconclusive; . = not tested or not shown; & = joins results of further samples; [ ] = another dose, or the depositor's remark. Unless noted, calls come from the whole dose curve; as a rule, active = well fitted curve in the direction sought with a large enough effect; inconclusive = small, poorly fitted or top-dose-only effect, or another doubt; inactive = no such curve, though single readings can be large; an effect the other way counts as inactive or inconclusive. Rows were taken by chance. Share with any hit: about 4%.
# Sample of the layout, four compounds:
SMILES,HttQ103 aggreg,KinaseGlo FLuc,IMPase Li inh,SMN2 splice up,CBFb RUNX1 block,HTT ATP protect,Lamin A splicing
O=C(CCCNS(=O)(=O)c1cccc2nsnc12)NCc1ccc(F)cc1,5.6%,-4.2%,12.2%,3.8%,19.6%,26.8%[10 µM],-7.6%
CC1(c2ccccc2)NC(=O)N(Cc2ccc([N+](=O)[O-])cc2)C1=O (configuration not stated),-2.4%,0.7%,18.3%,-24.3%,-8.2%,16.8%[10 µM],?
Cc1ccc(N)cc1-n1c(C)ccc1C,13.6%,-6.3%,27.0%[38.3 µM],28.2µM*,-17.9%,6.2%,?
COc1cccc(N(CC(=O)NC(C)(C)C)C(=O)C2CSC(=O)C2)c1 (configuration not stated),-2.0%,-1.6%,22.6%[38.3 µM],14.3%,4.0%,23.5%,-0.5%

# Results, repeating the preview:
SMILES,HttQ103 aggreg,KinaseGlo FLuc,IMPase Li inh,SMN2 splice up,CBFb RUNX1 block,HTT ATP protect,Lamin A splicing
O=C(CCCNS(=O)(=O)c1cccc2nsnc12)NCc1ccc(F)cc1,5.6%,-4.2%,12.2%,3.8%,19.6%,26.8%[10 µM],-7.6%
CC1(c2ccccc2)NC(=O)N(Cc2ccc([N+](=O)[O-])cc2)C1=O (configuration not stated),-2.4%,0.7%,18.3%,-24.3%,-8.2%,16.8%[10 µM],?
Cc1ccc(N)cc1-n1c(C)ccc1C,13.6%,-6.3%,27.0%[38.3 µM],28.2µM*,-17.9%,6.2%,?
COc1cccc(N(CC(=O)NC(C)(C)C)C(=O)C2CSC(=O)C2)c1 (configuration not stated),-2.0%,-1.6%,22.6%[38.3 µM],14.3%,4.0%,23.5%,-0.5%
CCOC(=O)c1ccc(NCc2ccc3c(c2)OCO3)cc1,-11.8%,-0.6%,11.0%[38.3 µM],1.4%,10.1%,-17.1%,?
COc1ccc(N(C)S(=O)(=O)c2cccc3nsnc23)cc1,10.7%,-0.2%,9.1%,-8.9%,-4.2%,-6.0%,12.0%[46 µM]
COc1ccc(/C(C)=N/N2CCOCC2)c(O)c1,17.2%[9.22 µM],.,.,.,1.8%,10.6%[10 µM],.
O=C(CNc1cccc(Cl)c1)NNC(=S)NCc1ccccc1,0.9%[9.22 µM],-0.8%,5.0%,13.9%,-3.9%,-2.3%[10 µM],-14.6%[46 µM]
COc1ccc(-c2nc(-c3ccc(NC(=O)c4ccc(Br)o4)cc3)no2)cc1OC,1.9%,-7.5%,-14.3%[38.3 µM],3.9%,6.3%,-72.8%[inhibitor],6.1%
Cc1ccc(C(=O)C(c2ccccc2)N2Cc3ccccc3C2=N)cc1 (configuration not stated),15.8µM*,-0.4%,7.0%,-32.3%[inhibitor],7.5%,20.0%[10 µM],?
Cc1cc(SCC#N)n2nc(C)c(-c3ccc(Cl)cc3)c2n1,17.1%,-1.8%,36.0%[38.3 µM],-29.7%,0.3%,7.2%,-7.3%
CC1CCCCN1S(=O)(=O)c1ccc(S(=O)(=O)N(CC(=O)Nc2ccccc2)Cc2cccs2)cc1 (configuration not stated),-1.3%,2.2%,2.6%,-29.0%,5.0%,27.2%[10 µM],?
CC1Cc2ccccc2N1CC(=O)Nc1ccc(Cl)c(S(=O)(=O)N(C)C)c1 (configuration not stated),-24.4%,4.7%,4.6%,-36.3%[inhibitor],5.8%,-25.9%,-0.3%[9.22 µM]
O=C(NCCN1CCOCC1)c1cn(-c2ccccc2)nc1-c1cccs1,1.8%[9.22 µM],-0.5%,-0.3%[38.3 µM],-2.9%,-4.0%,6.0%,1.4%
CCCNCc1cc(OC)c(OCC(=O)NCCc2ccccc2)cc1Br,2.1%,-2.1%,5.5%,-1.3%,9.2%,.,-5.9%
Fc1ccccc1/C=C1\CCCC2=C1Nc1nnnn1C2c1ccccc1F (configuration not stated),17.6%,-1.4%,8.1%[38.3 µM],-1.5%,-2.7%,-29.9%,?
O=C(CNS(=O)(=O)c1c(Cl)cccc1Cl)OCC(=O)N1CCN(c2ccccc2)CC1,22.7%,4.8%,-2.2%,15.2%,-1.2%,10.8%[10 µM],15.1%
O=C(c1ccc(CS(=O)(=O)c2cccc(C(F)(F)F)c2)o1)N1CCN(c2ccccn2)CC1,-7.1%,-6.0%,5.4%[38.3 µM],-11.9%,0.5%,24.2%,?
CCCCCC/C=C/c1ccc(OC)c([C@H]2[C@H]3C=CC[C@@H](C)[C@@H]3C(=O)N2Cc2ccccc2)c1,-15.0%[9.22 µM],.,.,.,6.3%,-7.6%[10 µM],.
Cc1c(CCOC(=O)c2ccc(N3CCOCC3)c([N+](=O)[O-])c2)sc[n+]1CC#N,?,.,.,.,?,5.4%[10 µM],.
CCn1c(Cc2ccccc2)nnc1SCC(=O)Nc1ccc(C)cc1,-6.4%,0.0%,3.2%,-20.7%,6.5%,10.4%[10 µM],-18.8%
CCCCN1CCc2c([nH]c3c(C)cccc23)C1=O,-3.5%,11.6%,2.5%[38.3 µM],16.6%,-10.2%,-1.0%,9.1%
CCOc1cc2[nH]c(=S)n(C3CC3)c(=O)c2cc1OCC,?,1.2%,5.1%,-1.9%,-6.7%,.,.
O=C(CN1CCc2ccccc21)NC(=O)NCc1ccccc1,-8.8%,-3.0%,18.3%,11.4%,-25.0%,-17.3%,1.1%[46 µM]
CCNC(=O)CC1SC(=Nc2ccccc2C)N(C)C1=O (configuration not stated),6.7%,1.0%,-7.5%,-4.2%,-4.6%,-5.2%[10 µM],-9.5%
O=C(/C=C/c1ccccc1F)c1ccoc1,20.3%,-7.0%,1.5%[38.3 µM],1.2%,1.3%,-19.9%,5.9%
CCOC(=O)N1CCN(C(=O)/C(=C/c2ccc(Cl)cc2)NC(=O)c2ccccc2)CC1,-8.7%,0.2%,6.1%,8.7%,3.5%,.,-3.5%[46 µM]
Cc1nn(Cc2ccccc2)c(Cl)c1/C=C1\NC(=S)NC1=O,?,0.8%,-1.5%,-13.9%,6.2%,24.2%,.
O=C(NCCO)c1ccc2[nH]c3c(c2c1)CCCC3,-3.0%,-8.8%,-5.0%[38.3 µM],2.9%,-6.6%,-26.9%,-3.1%
Cc1cccc(CSCCNC(=O)COc2ccc(Cl)cc2)c1,20.1%,-1.4%,0.4%,-2.0%,7.8%,6.1%[10 µM],-9.0%

# Sorted by value in IMPase Li inh (smallest number first): three from the list above.
Structure	HttQ103 aggreg	IMPase Li inh	SMN2 splice up	CBFb RUNX1 block	Lamin A splicing
CCNC(=O)CC1SC(=Nc2ccccc2C)N(C)C1=O (configuration not stated)	6.7%	-7.5%	-4.2%	-4.6%	-9.5%
CCn1c(Cc2ccccc2)nnc1SCC(=O)Nc1ccc(C)cc1	-6.4%	3.2%	-20.7%	6.5%	-18.8%
CCOC(=O)N1CCN(C(=O)/C(=C/c2ccc(Cl)cc2)NC(=O)c2ccccc2)CC1	-8.7%	6.1%	8.7%	3.5%	-3.5%[46 µM]

# Next structures follow:
SMILES,HttQ103 aggreg,KinaseGlo FLuc,IMPase Li inh,SMN2 splice up,CBFb RUNX1 block,HTT ATP protect,Lamin A splicing
Cc1noc(C)c1C(=O)OCC(=O)N1CCN(S(=O)(=O)c2ccc3ccccc3c2)CC1,-13.7%[9.22 µM],.,.,.,2.2%,8.0%[10 µM],.
Cc1noc(C)c1-c1nccc(NC2CC2)n1,.,.,-1.2%,.,.,-31.4%[inhibitor],-5.6%
CCOC(=O)Cn1c(=O)oc2ccc(C)cc21,.,0.4%,0.8%,-10.1%,-2.8%,.,.
N/C(=N\OC(=O)c1ccc(OCC(F)(F)F)nc1)c1ccc(Cl)cc1,16.1%[9.22 µM],.,.,.,8.4%,-0.3%[10 µM],.
Cc1cc(NC(=O)CSc2nc3sc4c(c3c(=O)n2C)CCCC4)no1,-2.6%,7.9%,-8.4%[38.3 µM],13.5%,0.9%,10.9%[10 µM],8.8%
COc1ccc(-n2nc(C(=O)N3CCN(c4ccc(F)cc4)CC3)c3ccccc3c2=O)c(OC)c1,2.9%,3.9%,2.7%[38.3 µM],-5.4%,-0.9%,-12.6%,-9.1%
Cc1ccc(N(CC(N)=O)C2SC(=O)N(Cc3cccc(C(=O)O)c3)C2=O)cc1 (configuration not stated),-5.8%,3.0%,-5.3%[38.3 µM],-1.6%,-19.0%,21.6%,3.4%
Cc1ccc(NC(=O)CN(C)CC(=O)Nc2ccccc2-c2ccccc2)cc1,-0.8%,-1.9%,8.8%,-7.1%,6.9%,-17.8%,?
COC(=O)[C@@H]1C[C@@]2(O)[C@@H](O)[C@@H](O)[C@@H](O)C[C@H]2N1CC1CCCCC1,-25.1%[9.22 µM],-2.9%,-6.1%,-0.7%,3.0%&18.1%,-32.2%,.
O=C(Nc1ccc(S(=O)(=O)NCc2ccco2)cc1)c1ccncc1,-15.5%,-5.8%,28.6%[38.3 µM],-31.3%[inhibitor],5.2%,5.2%,?
Cc1cccn2c(=O)c3cc(C(=O)N4CCN(C(=O)c5ccco5)CC4)n(C)c3nc12,-6.0%,-5.6%,-8.1%[38.3 µM],7.2%,-7.9%,-19.7%,1.2%
CCOc1c(Cl)cc(C(=O)Nc2ccccc2-c2ccccc2)cc1Cl,-6.6%,-1.1%,-0.2%[38.3 µM],-25.0%,23.4%,-6.2%,3.5%
COC(=O)CNC(=O)c1ccc(F)cc1,2.3%[9.22 µM],.,.,.,11.4%,14.5%[10 µM],.
Cc1cccc(N2CCN(C(=O)n3ccnc3)CC2)c1C,-7.5%,1.2%,-7.6%[38.3 µM],-11.0%,3.9%,-14.5%,?
O=C(NN1C(=O)C2CCCCC2C1=O)c1ccco1 (configuration not stated),5.6%[9.22 µM],.,.,.,1.2%,20.3%[10 µM],.
COc1cc(C(=S)N2CCCC2)cc(OC)c1O,7.6%,-1.5%,31.8%[activator][38.3 µM],-10.3%,0.6%,5.0%[10 µM],12.8%
CCOC(=O)c1cccc(NC(=O)CCS(=O)(=O)c2cccc3nsnc23)c1,8.3%,0.5%,36.0%[activator][38.3 µM],.,-5.2%,17.6%,-6.8%

# Compound activity as filed in PubChem BioAssay.
